From PubChem BioAssay
CHRM4 antagonist – antagonists of human muscarinic M4 receptor (CHRM4) | CHO-hM4 cells, ACh EC80, Fluo-8 calcium fluorescence | AID 624125 | P08173 | inhibition, % at 3 µM | 0.73% of 360,000 active;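 active means inhibition above its plate's cutoff, the mean inhibition of sample wells plus 3 SD, cut at about 27% in these data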;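 further: 0% = acetylcholine EC80 with DMSO and 100% = DMSO without agonist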
Target sequence (P08173 whole entry, looked up): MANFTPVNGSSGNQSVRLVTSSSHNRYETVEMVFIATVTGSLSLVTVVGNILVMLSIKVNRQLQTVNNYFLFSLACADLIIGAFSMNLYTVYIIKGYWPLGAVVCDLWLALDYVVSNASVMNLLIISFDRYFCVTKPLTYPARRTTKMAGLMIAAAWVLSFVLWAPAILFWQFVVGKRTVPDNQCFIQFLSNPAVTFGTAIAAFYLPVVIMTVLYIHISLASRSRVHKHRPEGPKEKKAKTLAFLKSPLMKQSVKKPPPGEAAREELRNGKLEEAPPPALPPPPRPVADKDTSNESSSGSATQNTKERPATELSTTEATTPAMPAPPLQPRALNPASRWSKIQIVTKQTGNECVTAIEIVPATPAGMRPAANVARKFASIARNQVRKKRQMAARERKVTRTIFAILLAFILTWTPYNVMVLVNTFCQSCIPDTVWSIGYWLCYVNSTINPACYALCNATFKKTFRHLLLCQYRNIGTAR
CHO-K1 Ca antag – nonselective inhibitor or artifact in parental CHO-K1 cells | ATP-induced calcium, Fluo-8 fluorescence | inhibition, % at 3 µM | 0.6% of 360,000 active;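 active means inhibition above a per-plate cutoff, the plate's mean sample inhibition plus 3 SD, cut at about 24% in these data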;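 further: 0% = DMSO plus EC80 ATP and 100% = DMSO alone without ATP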
OXTR potentiator – human OXTR potentiation; CHO-OTR cells, Fluo-8 calcium fluorescence, potentiator mode; 0% = oxytocin EC15, 100% = EC100; activation, % at 3 µM; 0.061% of 320,000 active; AID 2445;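 active means activation above that plate's cutoff, the mean activation of tested compounds plus 3 SD, cut at about 6.6% in these data, passing the limit was not always enough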;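 further: 100% uses oxytocin at 75 nM as the full agonist control; some results filed as inactive read as strong as hits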
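Material: CHO-OTR cells, human receptor; compound dosing: single dose, 3.0 µM nominal final compound concentration; schedule: 6 min compound pre-incubation at room temperature, 100 s kinetic read; measured by: kinetic Fluo-8 calcium fluorescence; read-out basis: % activation vs EC15 and EC100 oxytocin; controls: EC15 oxytocin alone as 0%, 75 nM oxytocin as 100%; replicates: singlicate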
M4 ag – agonists of human muscarinic M4 receptor (CHRM4) | CHO-K1 hM4/Gqi5, Fluo-8 calcium fluorescence; vehicle 0%, full acetylcholine response 100% | activation, % at 3 µM | 0.14% of 360,000 active | AID 624127;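 active means activation above the run mean over all test wells plus 3 SD, cut at about 32% in these data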;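 further: peak over basal fluorescence ratio per well then scaled between controls; 0% = DMSO wells and 100% = acetylcholine at EC100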
M1 PAM – human CHRM1 positive allosteric modulation | CHO-K1 hM1, Fluo-8 calcium fluorescence, ACh EC20; 0% = ACh EC20, 100% = maximal ACh | 0.088% of 360,000 active | activation, % at 3 µM | P11229 | AID 588819; in the data active means activation above about 19%, passing the limit was not always enough
Target sequence (P11229 whole entry, looked up): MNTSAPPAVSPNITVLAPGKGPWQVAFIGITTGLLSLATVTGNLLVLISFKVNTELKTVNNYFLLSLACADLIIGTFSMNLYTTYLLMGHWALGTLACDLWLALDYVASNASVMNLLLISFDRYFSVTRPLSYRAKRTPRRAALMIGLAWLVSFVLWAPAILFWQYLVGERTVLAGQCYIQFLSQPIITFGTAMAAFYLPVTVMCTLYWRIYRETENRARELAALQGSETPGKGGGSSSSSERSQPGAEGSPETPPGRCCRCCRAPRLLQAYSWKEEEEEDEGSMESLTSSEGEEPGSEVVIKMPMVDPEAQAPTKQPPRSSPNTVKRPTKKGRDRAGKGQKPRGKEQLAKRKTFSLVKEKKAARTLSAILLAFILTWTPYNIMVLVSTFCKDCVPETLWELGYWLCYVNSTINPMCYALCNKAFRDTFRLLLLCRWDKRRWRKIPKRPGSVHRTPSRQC
CHO parental Ca – counter-screen: ATP calcium response change in parental CHO cells; parental CHO-K1, ATP-induced calcium, Fluo-8 fluorescence; inhibition, % at 5.6 µM; 0.63% of 330,000 active; AID 463079;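 active means inhibition above that plate's mean sample inhibition plus 3 SD, cut at about 26% in these data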;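 further: 0% = ATP-challenged DMSO wells and 100% = DMSO wells without ATP; some compounds past the cut are filed as inactive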
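Material: Parental CHO cells | Reagent: ATP | Compound dosing: Single nominal dose of 5.6 µM per compound | Detection: Intracellular calcium via Fluo-8 no-wash fluorescent dye | Read-out: % inhibition of ATP-induced calcium mobilization | Benchmarks: Low control ATP plus DMSO, high control DMSO only | Replicates: Singlicate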
M1 antag – antagonists of human M1 muscarinic receptor; P11229; CHO-K1 hM1, Fluo-8 calcium fluorescence, ACh EC80 antagonist; inhibition, % at 3 µM; 1.3% of 360,000 active;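 active means percent inhibition above its own plate's cutoff, namely the mean of that plate's compound wells plus 3 SD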;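 further: peak over basal fluorescence ratio during 140 s after agonist addition; 0% = ACh EC80 plus DMSO and 100% = DMSO alone without agonist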
CHO-K1 Ca ag – M1 agonist counterscreen hit in parental CHO-K1 cells; activation, % at 3 µM; 0.48% of 360,000 active; Fluo-8 calcium fluorescence; scaled to maximal ATP response, vehicle zero; in the data active means activation above about 15%;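 further: untransfected CHO-K1 host cells lacking M1 receptor as counterscreen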
M1 ag – agonists of human M1 muscarinic receptor; P11229; CHO-K1 hM1, Fluo-8 calcium fluorescence, agonist mode; 0% DMSO, 100% acetylcholine EC100; activation, % at 3 µM; 0.33% of 360,000 active;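 active means activation above the run's mean compound activation plus 3 SD, cut at about 16% in these data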;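 further: peak over basal fluorescence ratio within a 140 s kinetic read after compound addition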
The depositor's hits bear a star; . = no result given.

canonical_smiles,M4 ag,CHO-K1 Ca ag,M1 antag,M1 PAM,M1 ag,CHO-K1 Ca antag,CHO parental Ca,CHRM4 antagonist,OXTR potentiator
O=c1[nH]c(CN2CCN(c3ccccc3Cl)CC2)nc2ccsc12,3,1.1,-6,5,3,-1,-28,2,-6
CC1(C)Cc2c(c(=S)nc(-c3ccccc3)n2CCCN2CCOCC2)CO1,0,0.4,-7,8,-3,-17,-6,-2,-5
CC1CCCC(NC(=O)CCC(=O)c2ccc(F)cc2)C1C (stereo not drawn),0,-0.2,-18,20,-2,-11,-7,-3,4
COc1ccc(CCC(=O)OCC(=O)N(C)c2c(N)n(Cc3ccccc3)c(=O)[nH]c2=O)cc1,2,1.2,-3,5,-2,-7,-21,-26,2
CCc1ccccc1N(C(=O)CNC(=O)c1ccco1)C(C(=O)NC1CCCC1)c1cccnc1 (stereo not drawn),0,0.1,0,5,-1,-12,-2,6,-9
Cc1cc(C)n(-c2nc3sc4c(c3c3nnc(SC(C)C)n23)CC(C)(C)OC4)n1,0,-0.1,-2,2,-5,-2,-15,8,-1
O=C1CC(C(=O)O)NC(=S)N1 (stereo not drawn),-1,0.5,-6,1,-2,-11,.,5,.
CC(C)c1ccc(CNc2ncc(Br)cn2)cc1,1,-0.5,-2,0,-3,-2,-1,-21,-9
Cc1ccc(C2CC(=O)c3cnc(N4CCc5ccccc5C4)nc3C2)cc1 (stereo not drawn),0,0.7,-5,4,-4,3,-19,2,4
Cn1c(CN2CCCC2)c(C#N)c2ccccc21,1,0.1,-10,14,-9,4,-16,-3,5
COc1ccc(CCNC(=O)c2cc3cc(Cl)ccc3nc2N)cc1OC,26,13,.,.,.,7,.,0,.
NS(=O)(=O)c1ccc(NC(=O)CN2CCc3ccccc3C2)cc1,1,1.1,-2,-1,-12,-22,5,10,-8
CC(Oc1ccc2c3c(c(=O)oc2c1)CCCC3)C(=O)NCCN1CCOCC1 (stereo not drawn),2,0.1,-6,14,-4,4,-25,-5,-2
C#CCOCCOCCOCCNc1nc(N2CCN(C(=O)[C@H](CCC(=O)O)n3cc(C(N)CC(C)C)nn3)CC2)nc(N2CCN(C(=O)[C@H](Cc3ccc(O)cc3)n3cc(C(N)CC(C)C)nn3)CC2)n1 (stereo partly drawn),0,0.2,-5,2,-8,-11,7,4,-3
Cc1ccc(C(=O)O/N=C(\N)c2ccccn2)cc1,1,0.1,-8,10,-7,-5,5,4,1
CCCc1nnc(NC(=O)c2nc(S(=O)(=O)Cc3ccc(C)cc3)ncc2Cl)s1,-1,1.5,-2,5,-4,1,5,9,-11
Cc1cc(-c2ccc(Cl)cc2)c2cnn(C(C)C)c2n1,-1,-0.5,-9,5,-2,-13,0,-1,-13
O=C(/C=C/c1cccs1)c1cc(Br)ccc1OC(=O)N1CCOCC1,9,2.5,15,-10,-3,-6,-26,-3,3
O=Cc1ccc(-n2nncc2-c2ccc([N+](=O)[O-])cc2)cc1,1,0.1,-5,17,-9,7,-1,2,-8
C[C@]1(C(=O)NCCCNc2ncc(C(F)(F)F)cc2Cl)C=C[C@@H](Cc2ccccc2)N1C(=O)c1ccccc1,-1,0.0,-1,2,-2,-13,-42,1,-6
COc1ccc(-c2cn3ccccc3n2)cc1[N+](=O)[O-],3,-0.6,-1,9,-3,9,-5,-5,-1
Cc1cc(N/N=C/c2ccncc2)c([N+](=O)[O-])cc1[N+](=O)[O-],1,0.8,-10,12,2,-4,-18,-5,-1
COc1ccc2[nH]c3c(=O)n(CCCCC(=O)N4CCCC4)c(=S)[nH]c3c2c1,1,0.3,-5,1,-7,-17,-7,5,-3
Cc1ccc(-n2[nH]c(C)c(C=Nc3ccc(S(=O)(=O)Nc4nc(C)cc(C)n4)cc3)c2=O)c(C)c1,1,0.2,1,-2,-7,-4,4,1,-7
O=C(N/N=C/c1ccc(O)cc1)c1csc2ccccc12,3,1.2,2,-3,-2,-7,-15,6,-3
N#CCCN(C(=O)COC(=O)C1CCN(S(=O)(=O)c2cccs2)CC1)c1ccccc1,2,1.1,-6,6,-5,-12,-6,-7,-5
Cc1cc(=O)[nH]c(SCC(=O)Nc2ccc(Br)cc2)c1C#N,13,9.3,2,-1,6,0,4,-4,-27
NC(=NCCc1ccc(Cl)cc1)NS(=O)(=O)c1ccc(F)cc1,4,2.6,11,-7,-5,-5,-2,1,-1
COc1ccc(Nc2ncnc3ccccc23)c(OC)c1,0,0.3,3,0,-3,-4,-25,1,-6
Cc1ccc(NC(=O)C2(C)CCCN2C)cc1C (stereo not drawn),0,0.0,-5,5,-6,3,.,2,.
CCc1cc(C(=O)Nc2cc(S(=O)(=O)N(C)C)ccc2C)sc1C,2,0.4,-14,13,-3,-9,-28,-6,-12
Cc1ccc(C(=O)Nc2cccc(C(F)(F)F)c2)cc1NC(=O)c1c[nH]c2cc(C(F)(F)F)ccc2c1=O,1,1.5,-3,4,-4,-14,-7,5,-1
Cc1ccc(NC(=O)COC(=O)COc2cccc3c2OC(C)(C)C3)cc1C,4,1.5,-2,-3,-3,-6,-8,-5,-5
c1ccc(CCc2nc3ccccc3[nH]2)cc1,1,0.3,-2,8,-4,-2,-9,-6,-9
c1sc2[n+](c1C13CC4CC(CC(C4)C1)C3)CCS2,0,-0.3,19,-19,-14,2,-4,34*,3
COc1ccc(C2C3C=CCC(c4cccc(-c5ccc(C)cc5)c4)C3C(=O)N2Cc2ccccc2)cc1Cl (stereo not drawn),0,-0.1,-6,5,-3,-4,-12,7,-2
Cc1ccc(CCN2CC(C(=O)NCc3ccc4c(c3)OCO4)CC2=O)cc1 (stereo not drawn),0,0.6,-19,13,-4,-9,6,8,-4
CCCc1nc2c(=O)n(C)c(=O)nc-2n(C)n1,7,3.1,6,16,4,-18,.,0,.
N#CCCn1cc(C(=O)N2CCCCC2)c(-c2ccc([N+](=O)[O-])cc2)n1,1,0.9,-7,6,-5,-8,-9,0,-5
Cc1ccc(OCCCn2ccnc2)c([N+](=O)[O-])c1,1,1.0,4,-13,-12,1,-2,3,0
CCCCn1nnnc1C(C1CC1)N1CCN(C/C=C/c2ccccc2)CC1 (stereo not drawn),3,1.8,-23,6,-3,-8,.,5,.
Cc1cccc(OCCCC(=O)Nc2nccs2)c1,1,0.0,7,-1,-3,4,-10,3,-10
Cc1ccc(N2CC(C(=O)Nc3nnc(SCC(=O)N4CCOCC4)s3)CC2=O)cc1 (stereo not drawn),0,0.1,-3,-2,-2,-8,-2,7,-5
Nc1nc(Br)c2c(F)cccc2c1-c1ccccc1,1,0.4,-15,6,-5,-35,-18,3,0
CC(=O)Nc1ccc(S(=O)(=O)N2c3ccc(F)cc3CCC2C)cc1 (stereo not drawn),5,5.0,-4,12,2,-17,-6,6,-15
O=C(Cn1cnc2ccccc2c1=O)NCc1ccco1,2,0.8,-19,13,-1,-24,8,-7,5
O=C(Nc1ccccc1[N+](=O)[O-])c1cncc(Br)c1,2,2.1,-3,6,-7,-7,-15,5,-7
COc1cc(CN2CC(=O)N(c3ccc(C)cc3)C2=S)cc(OC)c1OC,5,4.2,-10,0,0,-2,-25,-12,-12
COc1ccc(CCN2CC(C(=O)NC3CCOCC3)CCC2=O)cc1 (stereo not drawn),2,2.7,-8,7,-3,-24,-6,-13,-5
CCN(CC)CC(=O)Nc1cc(N(C)C)nc2ccccc12,0,0.1,5,2,-4,-5,-14,-6,-1

(more compounds)
canonical_smiles,M4 ag,CHO-K1 Ca ag,M1 antag,M1 PAM,M1 ag,CHO-K1 Ca antag,CHO parental Ca,CHRM4 antagonist,OXTR potentiator
CCc1ccc2oc(=O)cc(CN3CCOCC3)c2c1,0,0.0,-8,7,-1,-7,2,11,-20
O=C(NC(c1ccc(-c2ccccc2)cc1)c1cnccn1)C1CCN(CCCOc2ccccc2)CC1 (stereo not drawn),36*,9.6,1,-7,4,-8,.,4,.
COc1ccc(S(=O)(=O)N2CCN(C)CC2)cc1C,0,-0.4,-7,1,-5,1,-8,-1,-3
CCOC(=O)C(=O)N1CCC(C(=O)OC)CC1,1,0.3,3,9,-7,3,-9,4,-2
Cc1c(C(=O)NCCN2CCOCC2)oc2ccc(Br)cc12,2,-0.2,-11,8,-4,16,-2,2,5
CC(=O)NCCc1nc2cc(NC(=O)c3ccccc3C)ccc2n1C,1,0.8,-16,14,1,-7,7,8,0
Cc1c(NC(=O)/C(C#N)=C/c2ccc(-c3cccc(Cl)c3)o2)c(=O)n(-c2ccccc2)n1C,0,1.4,-10,-5,-9,-1,-30,2,0
C[C@H](CO)N1C[C@H](C)[C@@H](CN(C)Cc2ccc(Oc3ccccc3)cc2)Oc2c(NC(=O)C3CC3)cccc2C1=O,11,-0.3,9,-8,-6,-17,-13,38*,-5
COc1ccc(NC(=O)COC(=O)CCNS(=O)(=O)c2ccccc2)cc1OC,1,0.3,-7,5,-2,-6,-4,5,-25
O=c1[nH]c(CSc2nnc(-c3cccnc3)n2C2CCCCC2)nc2ccccc12,25,8.1,23,-8,5,-14,-3,19,-8
COc1ccccc1NS(=O)(=O)/C=C/c1ccccc1,-1,0.4,-8,1,-10,14,-11,2,-6
CC(=O)N/N=C(\C)c1cccc(NC(=O)c2cccs2)c1,1,0.7,1,5,-3,1,9,17,-12
Cc1ccc2cc(CCNS(=O)(=O)c3ccc(F)cc3)c(=O)[nH]c2c1,3,2.1,-5,1,2,4,-7,-10,-2
Cc1noc(C)c1COc1ccccc1C(=O)N(C)CC(=O)Nc1cccc(F)c1,3,1.3,-12,6,-4,1,-6,-6,-1
O=C(c1c[nH]c(C(=O)C(Cl)(Cl)Cl)c1)c1ccc(F)cc1F,22,7.5,16,-5,-6,2,-11,0,-10
O=C(COc1ccc(F)cc1)N1CCCc2ccccc21,1,0.7,-4,3,-5,-11,2,5,-8
CCSc1nnc(NC(=O)Cc2ccccc2OC)s1,0,0.2,-20,2,-3,-5,4,10,0
CCN1CCC(NC(=O)Nc2cccc(C(F)(F)F)c2)CC1,1,-0.1,11,-6,-7,-1,-7,3,-5
COc1ccc(CCC(C)N2CCOCC2)cc1 (stereo not drawn),0,-0.2,-19,2,-8,-8,-3,-3,-3
Cc1ccc(S(=O)(=O)Oc2ccc(/C=C(/NC(=O)c3ccccc3)C(=O)NC(C)C(=O)O)cc2)cc1 (stereo not drawn),0,0.2,-12,11,-2,-10,-12,2,-16
CC1CCCCC12NC(=O)N(CC(=O)Nc1sc3c(c1C(N)=O)CCC3)C2=O (stereo not drawn),0,-0.3,-8,3,-4,-9,-7,-3,-12
